core dimer inh = HCV core protein dimerization inhibition. hit rate 0.33% among 300,000. TR-FRET GST/Flag-core106 dimerization, 1536-well. AID 1899. inhibition, % at 5 µM;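 active = inhibition above the mean of all tested compounds plus 3 SD, set per screening campaign, cut at about 45% in these data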
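System: GST/Flag-tagged HCV core106 proteins. Incubation: compound-protein-antibody incubation 4 h at 22.5 °C. Technique: HTRF with 340 nm excitation, 617/671 nm emission. Medium: KF-containing HEPES buffer, pH 7.45, DTT, CHAPS, BSA. Read-out: inhibition (%) from 671 over 617 nm ratio. Also added: Eu(K)-anti-GST 90 ng/mL plus XL665-anti-Flag 1 µg/mL.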
ZTA DNA inh = counter-screen for EBNA-1 inhibitors: inhibitors of Epstein-Barr virus ZTA; P03206; ZTA-DNA binding, fluorescence polarization; inhibition, % at 11 µM; hit rate 0.15% among 320,000; in the data active = inhibition above about 33%
Target sequence (P03206 whole entry, looked up): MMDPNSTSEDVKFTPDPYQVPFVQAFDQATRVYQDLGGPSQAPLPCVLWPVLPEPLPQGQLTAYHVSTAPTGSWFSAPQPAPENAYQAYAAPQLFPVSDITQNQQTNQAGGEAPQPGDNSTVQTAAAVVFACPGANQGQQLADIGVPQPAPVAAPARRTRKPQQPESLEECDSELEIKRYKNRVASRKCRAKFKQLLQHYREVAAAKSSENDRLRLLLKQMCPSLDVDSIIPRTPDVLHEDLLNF
Efflux pump mplx = inhibitors of Candida antifungal efflux pumps expressed in yeast; S. cerevisiae Candida pump triplex, Nile Red efflux; inhibition, % at 10 µM; hit rate 0.44% among 330,000; AID 485275;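 active = plate passing quality check with inhibition over a set limit, or well fluorescence over plate mean plus 4 SD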;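 also: Nile Red retained in pooled yeast measured as flow cytometry median fluorescence; 0% = buffer negative control and 100% = Enniatin B positive control; higher means more Nile Red kept so more efflux inhibition; some compounds called inactive have numbers as strong as hits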
TPT1 inh = C. albicans TPT1 enzyme inhibition; hit rate 0.81% among 300,000; inhibition, % at 5 µM; AID 1962; recombinant caTPT1, FP RNA substrate dephosphorylation;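 active = inhibition above the mean of all tested compounds plus 3 SD, set per screening campaign, cut at about 24% in these data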;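 also: plate controls were DMSO alone for no effect and ferristatin control at 100 nM for full effect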
PP5 inh = inhibitors of human protein phosphatase 5 (PP5) | AID 1987 | P53041 | hit rate 0.18% among 320,000 | purified PP5c, OMFP substrate fluorescence | inhibition, % at 6.7 µM;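 active = inhibition above the campaign's mean inhibition across all tested compounds plus 3 SD, cut at about 9.5% in these data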;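 also: 0% = DMSO only and 100% = 100 µM cantharidin control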
CTSL1 counter = blocks F. hepatica cathepsin L1 in PFM18AAP counter-screen; recombinant F. hepatica cathepsin L1, Z-Leu-Arg-MCA fluorescence; inhibition, % at 5.96 µM; hit rate 0.49% among 300,000;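 active = inhibition above the mean of all tested compounds plus 3 SD, set per screening campaign, cut at about 17% in these data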;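 also: 0% = plate median of test compound wells and 100% = 1 µM Z-Phe-Ala-diazomethylketone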
EBNA-1 inhibitor = blocks EBNA-1 binding to DNA; EBNA-1 DNA binding, fluorescence polarization; inhibition, % at 14.8 µM; hit rate 0.34% among 300,000; AID 1950; in the data active = inhibition above about 28%
PREPL inhibitor = inhibits the human prolyl oligopeptidase-like enzyme; inhibition, % at 5.96 µM; hit rate 0.68% among 320,000; recombinant PREPL, fluorescence polarization activity-based probe; Q4J6C6; in the data active = inhibition above about 43%;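 also: 0% = enzyme with DMSO and 100% = wells lacking enzyme; many of its hits are not listed in these tables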
PP1 counter = counter-screen for PP5 inhibitors: inhibitors of human PP1-alpha; purified PP1alpha, OMFP fluorescence; hit rate 0.9% among 320,000; inhibition, % at 6.7 µM;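 active = inhibition above the mean inhibition of all tested compounds plus 3 SD, computed separately for each screening campaign, cut at about 15% in these data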
Target sequence (P62136 whole entry, looked up): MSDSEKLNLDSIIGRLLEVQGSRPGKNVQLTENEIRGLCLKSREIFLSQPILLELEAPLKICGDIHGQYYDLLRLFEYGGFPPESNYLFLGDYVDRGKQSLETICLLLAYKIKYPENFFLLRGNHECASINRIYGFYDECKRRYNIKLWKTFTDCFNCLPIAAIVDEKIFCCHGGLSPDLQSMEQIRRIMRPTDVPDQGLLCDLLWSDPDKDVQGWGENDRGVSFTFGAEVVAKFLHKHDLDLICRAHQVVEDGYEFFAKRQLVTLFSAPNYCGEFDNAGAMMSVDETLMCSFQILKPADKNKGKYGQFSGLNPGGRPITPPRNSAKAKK
Active calls of the source: *; . = not tested or not shown. Some of the compounds tested, so the mix of outcomes need not match the whole.

1. CCC(=O)c1ccc(OCC(=O)OC(C)C(=O)NCc2ccc3c(c2)OCO3)cc1 (stereo not drawn)
2. CCOc1ccc(C(=O)/C=C/Nc2ccc(S(=O)(=O)Nc3cc(C)nc(C)n3)cc2)cc1
3. O=C(Nc1ccc(O)cc1)c1cc2ccccc2c(=O)s1
4. CC(O)c1ccc2c(c1)OCCOCCN(C)CCOCCO2 (stereo not drawn)
5. COc1cc(C)c(Cl)cc1S(=O)(=O)n1ccnc1
6. CCOC(=O)C1CCN(C(=O)CC(C)c2ccccc2)CC1 (stereo not drawn)

| entry no. | 1 | 2 | 3 | 4 | 5 | 6 |
| --- | --- | --- | --- | --- | --- | --- |
| PREPL inhibitor | 2.8 | 2.8 | 7.6 | 1.1 | -1.6 | 10.2 |
| CTSL1 counter | -6.6 | 5.3 | 1.0 | -2.8 | -2.8 | 8.3 |
| Efflux pump mplx | 0.1 | 0.1 | -0.3 | 0.0 | -0.1 | -0.1 |
| EBNA-1 inhibitor | -9.0 | -6.8 | 6.6 | -9.8 | 6.5 | -14.9 |
| core dimer inh | -3.0 | 8.4 | -2.9 | -3.2 | -0.8 | 3.5 |
| PP5 inh | 1.7 | 2.1 | 6.5 | -0.1 | -1.3 | 1.8 |
| ZTA DNA inh | -4.0 | 18.7 | 5.8 | -15.5 | 9.8 | -8.4 |
| TPT1 inh | 0.1 | 3.9 | -2.7 | -6.6 | -1.9 | -8.0 |
| PP1 counter | -1.4 | 0.0 | -0.6 | 2.8 | 0.1 | -7.0 |

One compound at a time (already shown). Order of values: PREPL inhibitor | CTSL1 counter | Efflux pump mplx | EBNA-1 inhibitor | core dimer inh | PP5 inh | ZTA DNA inh | TPT1 inh | PP1 counter
Profile of CCOC(=O)C1CCN(C(=O)CC(C)c2ccccc2)CC1 (stereo not drawn) : 10.2 | 8.3 | -0.1 | -14.9 | 3.5 | 1.8 | -8.4 | -8.0 | -7.0
Profile of O=C(Nc1ccc(O)cc1)c1cc2ccccc2c(=O)s1 : 7.6 | 1.0 | -0.3 | 6.6 | -2.9 | 6.5 | 5.8 | -2.7 | -0.6
Profile of CCOc1ccc(C(=O)/C=C/Nc2ccc(S(=O)(=O)Nc3cc(C)nc(C)n3)cc2)cc1 : 2.8 | 5.3 | 0.1 | -6.8 | 8.4 | 2.1 | 18.7 | 3.9 | 0.0

(next part)
7. Cc1cc(=O)oc2c1c(C)nn2-c1ccc(Cl)cc1
8. Nc1c(NCCN2CCCCC2)c2ccccc2oc1=O
9. COc1cc2c(cc1OC)C(c1cc(Br)ccc1F)N(C(=O)CCl)CC2 (stereo not drawn)
10. O=C(OC1CCOC1=O)c1ccc(NS(=O)(=O)c2cccs2)cc1 (stereo not drawn)
11. Cc1c(Nc2nc(-c3ccccc3)cs2)c(=O)n(-c2ccccc2)n1C
12. Cc1nnc(SCC2=C(C(=O)O)N3C(=O)C(NC(=O)Cn4nc(C(F)F)cc4C)C3SC2)s1 (stereo not drawn)

| entry no. | 7 | 8 | 9 | 10 | 11 | 12 |
| --- | --- | --- | --- | --- | --- | --- |
| PREPL inhibitor | -1.8 | 5.4 | -3.9 | -1.6 | 0.5 | -0.6 |
| CTSL1 counter | 4.5 | -1.0 | 88.6* | -0.7 | -4.5 | -0.7 |
| Efflux pump mplx | 0.2 | 0.0 | 0.1 | -0.1 | 0.2 | 0.1 |
| EBNA-1 inhibitor | -1.1 | 2.5 | 1.2 | 9.1 | 0.4 | 1.3 |
| core dimer inh | 2.5 | -0.4 | 5.4 | 1.6 | -0.2 | -0.3 |
| PP5 inh | 1.3 | 1.6 | 4.4 | -0.8 | 2.1 | -3.4 |
| ZTA DNA inh | -2.7 | -0.2 | 6.1 | 7.5 | 8.7 | 25.9 |
| TPT1 inh | -1.6 | 0.4 | 0.2 | 0.1 | 0.7 | 0.8 |
| PP1 counter | 3.9 | 4.6 | 4.9 | -3.0 | -0.3 | -0.5 |

13. CCOC(=O)c1c(C)[nH]c(C(=O)COC(=O)/C=C/c2ccc(O)c(OC)c2)c1C
14. Cc1ccc(Cn2nnc3c(=O)[nH]c(C4CCN(S(=O)(=O)c5ccc(S(=O)(=O)NC6CC6)cc5)CC4)nc32)cc1
15. COc1ccc(CCNC(=O)c2cc(S(=O)(=O)N3CCOCC3)ccc2F)cc1
16. COc1ccc(N(C(=O)c2snc(C(N)=O)c2N)C(C(=O)NCc2ccc(F)cc2)c2ccc(O)cc2)cc1 (stereo not drawn)
17. CCCc1cc(=O)[nH]c(SCc2ccc(C#N)cc2)n1
18. CCOC(=O)N1CCC(NC(=O)c2ccc(CS(=O)(=O)c3ccccc3C)o2)CC1

| entry no. | 13 | 14 | 15 | 16 | 17 | 18 |
| --- | --- | --- | --- | --- | --- | --- |
| PREPL inhibitor | 6.3 | 23.2 | 12.1 | 24.8 | -0.7 | 4.2 |
| CTSL1 counter | 8.0 | 1.9 | . | -5.8 | 0.8 | 1.7 |
| Efflux pump mplx | -0.2 | 0.0 | -0.1 | -0.4 | 0.0 | 0.0 |
| EBNA-1 inhibitor | 13.9 | 3.5 | . | -28.1 | 1.6 | -5.2 |
| core dimer inh | 1.3 | 15.0 | . | 11.1 | -0.2 | -7.2 |
| PP5 inh | 1.9 | 5.1 | 0.5 | 3.6 | -0.9 | -0.7 |
| ZTA DNA inh | -3.2 | -11.8 | -19.5 | 4.6 | 4.7 | -0.8 |
| TPT1 inh | -2.5 | -0.9 | . | -2.3 | -3.6 | 1.8 |
| PP1 counter | -0.7 | 16.8* | -3.1 | 9.8 | -1.7 | -3.5 |

Of the compounds above, three have an NH in an aromatic ring:
13. CCOC(=O)c1c(C)[nH]c(C(=O)COC(=O)/C=C/c2ccc(O)c(OC)c2)c1C
14. Cc1ccc(Cn2nnc3c(=O)[nH]c(C4CCN(S(=O)(=O)c5ccc(S(=O)(=O)NC6CC6)cc5)CC4)nc32)cc1
17. CCCc1cc(=O)[nH]c(SCc2ccc(C#N)cc2)n1

| entry no. | 13 | 14 | 17 |
| --- | --- | --- | --- |
| PREPL inhibitor | 6.3 | 23.2 | -0.7 |
| CTSL1 counter | 8.0 | 1.9 | 0.8 |
| Efflux pump mplx | -0.2 | 0.0 | 0.0 |
| EBNA-1 inhibitor | 13.9 | 3.5 | 1.6 |
| core dimer inh | 1.3 | 15.0 | -0.2 |
| PP5 inh | 1.9 | 5.1 | -0.9 |
| ZTA DNA inh | -3.2 | -11.8 | 4.7 |
| TPT1 inh | -2.5 | -0.9 | -3.6 |
| PP1 counter | -0.7 | 16.8* | -1.7 |

Additional records.
19. c1ccc(CCNC2=NCCS2)cc1
20. Cc1ccc(NNC(=O)c2c(F)cccc2Cl)cc1C
21. CCN(CC)c1nc(N2CCOCC2)nc2ccccc12
22. O=C(c1cccs1)N(Cc1cc2ccccc2[nH]c1=O)c1ccccc1
23. Cc1ccc(S(=O)(=O)Cc2ccc(C(=O)N3CCc4ccccc4C3)o2)cc1
24. O=C(N=Nc1c(O)[nH]c2ccc([N+](=O)[O-])cc12)c1cc(-c2ccccc2Cl)nc2ccccc12
25. COCCN(Cc1ccccc1)C(=O)c1cccc(S(=O)(=O)N(C)c2c(C)n(C)n(-c3ccccc3)c2=O)c1
26. CCCCC1(C)OC(=O)C(=Cc2ccc(SC)cc2)C(=O)O1 (stereo not drawn)
27. CCOC(=O)CN(c1ccccc1)S(=O)(=O)c1ccc(F)cc1

| entry no. | 19 | 20 | 21 | 22 | 23 | 24 | 25 | 26 | 27 |
| --- | --- | --- | --- | --- | --- | --- | --- | --- | --- |
| PREPL inhibitor | -10.1 | 10.1 | 10.9 | -18.5 | -10.3 | -4.9 | 12.2 | -1.4 | 1.8 |
| CTSL1 counter | -0.2 | -1.3 | -5.0 | 5.0 | -1.1 | -2.4 | -0.1 | -0.8 | -0.6 |
| Efflux pump mplx | -0.1 | 0.1 | 0.4 | -0.1 | 0.1 | 0.1 | 0.0 | 0.0 | 0.0 |
| EBNA-1 inhibitor | 4.9 | 1.1 | 0.5 | 2.0 | 10.0 | 5.8 | -0.3 | 9.4 | -0.8 |
| core dimer inh | -6.9 | -2.4 | -1.4 | 8.0 | 24.1 | 47.4* | -7.2 | 5.7 | 3.2 |
| PP5 inh | 2.9 | -2.6 | 4.2 | 0.3 | 0.9 | 3.4 | -0.5 | -1.8 | -2.1 |
| ZTA DNA inh | -12.5 | -0.9 | 1.2 | 13.8 | 13.0 | 4.2 | -19.8 | -5.6 | 7.7 |
| TPT1 inh | -2.1 | 3.3 | 2.2 | -1.3 | 0.0 | 3.2 | -0.6 | -0.4 | -3.0 |
| PP1 counter | 0.9 | 0.3 | -4.8 | -0.9 | -6.5 | 3.1 | -4.1 | 3.7 | -4.6 |
